Redox H2O2 prof: compounds producing H2O2 with reducing agent – biochemical, NIH compound library profiling, artefact control for MLSCN library redox annotation, primary screen. activation, % at 10 µM. 0.03% of 200,000 active. DTT-dependent redox cycling H2O2, phenol red/HRP absorbance; 100% = 100 µM peroxide control, 0% = buffer;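 active = activation of at least 50% relative to the plate's high and low controls in the primary single-dose screen; inactive = activation below 50%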;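 also: compound incubated with DTT at 0.8 mM final as the reducing agent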
APP 5UTR inh: APP translation inhibition; 0.82% of 190,000 active; AID 1285; SH-SY5Y APP 5'UTR-luciferase reporter, luminescence; inhibition, % at 2 µM;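 active = inhibition above a set limit, derived from the sample mean plus 3 SD, cut at about 45% in these data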; also: values of inactives mirror those of a sister screen read the other way
Efa HMGR inh: E. faecalis class II HMG-CoA reductase inhibition | 0.41% of 190,000 active | inhibition, % at 10 µM | purified E. faecalis HMGR, NADPH absorbance 340 nm kinetic;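 active = inhibition above a set limit, the median over all tested compounds plus 3 SD, cut at about 9.5% in these data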;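 also: enzyme runs in reverse so mevalonate oxidation gives rising NADPH absorbance; 0% = complete reaction with DMSO and 100% = background rate lacking mevalonate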
FLuc inhib CS: Photinus pyralis luciferase inhibition counter-screen; ATPLite firefly luciferase biochemical luminescence, 10 min; inhibition, % at 10 µM; 1.5% of 200,000 active; P08659;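 active = inhibition above about 50% when tested at 10 µM, limit read from the data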
Target sequence (P08659 whole entry, looked up): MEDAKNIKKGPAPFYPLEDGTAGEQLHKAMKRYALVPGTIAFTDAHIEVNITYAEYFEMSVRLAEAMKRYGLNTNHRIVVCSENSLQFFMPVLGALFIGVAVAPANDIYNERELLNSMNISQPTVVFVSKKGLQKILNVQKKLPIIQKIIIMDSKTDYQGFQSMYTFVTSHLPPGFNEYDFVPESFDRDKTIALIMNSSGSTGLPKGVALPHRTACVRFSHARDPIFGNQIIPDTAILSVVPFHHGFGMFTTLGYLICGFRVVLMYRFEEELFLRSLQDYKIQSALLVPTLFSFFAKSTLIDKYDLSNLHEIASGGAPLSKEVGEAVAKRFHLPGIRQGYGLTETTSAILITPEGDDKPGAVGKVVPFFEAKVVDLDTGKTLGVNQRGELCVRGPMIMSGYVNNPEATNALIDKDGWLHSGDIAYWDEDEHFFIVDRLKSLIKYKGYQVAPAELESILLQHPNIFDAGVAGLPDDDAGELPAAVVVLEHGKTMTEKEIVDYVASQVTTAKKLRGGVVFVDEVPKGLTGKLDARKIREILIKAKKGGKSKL
G6PDH counter: inhibits Leuconostoc G6PDH, flagging false hits in G6PDH-based assays | Purified L. mesenteroides G6PDH, diaphorase/resazurin coupled fluorescence, 45 min | inhibition, % at 5 µM | 0.12% of 200,000 active | AID 1020; in the data active = inhibition above about 50%
APP 5'UTR act: APP 5'UTR luciferase reporter activation; SH-SY5Y APP 5'UTR luciferase reporter, luminescence; zero percent = DMSO vehicle wells; activation, % at 2 µM; 1% of 190,000 active;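 active = activation above a set limit, based on mean plus 3 SD of controls, cut at about 140% in these data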; also: values of inactives mirror those of a sister screen read the other way
FLuc act counter: firefly luciferase counter-screen for stimulation assays | P08659 | ATPlite luciferase biochemical, luminescence, 10 min; 0 = ATP-free wells, 1 = DMSO control | activation factor at 10 µM | 200,000 tested, under 10 active | AID 1027;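 active = luciferase activation factor, scaled between plate controls, of at least 2 with compound at 10 µM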
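Material: Luciferase/luciferin reagent mix; Doses: test compounds dosed from 2 mM stocks in 100% DMSO; Schedule: 10 min incubation after luciferase reagent addition, room temperature; Measured by: luminescence from luciferase reaction; Read-out: luminescence gain marking luciferase activators.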
NF-kB neuron act: compounds increasing NF-kB expression in human neuronal cells; NF-kB reporter expression; stronger effect = higher value; fold change at 12.5 µM; 1.6% of 190,000 active; AID 1239; in the data active = fold change above about 3.3
STAT1 act: STAT1 signaling activation | 2.6% of 200,000 active | NIH 3T3 STAT1-luciferase reporter, IFN-gamma, luminescence; 100% = IFN-gamma alone, no compound | AID 932 | activation (% of control), % at 5.5 µM;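 active = activation above the screen-wide mean activation plus 3 SD, cut at about 130% in these data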;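 also: raw ratio to IFN-gamma control signal so 100% means no change and 0% no light; values of inactives mirror those of a sister screen read the other way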
Hsp70 act: transcriptional activators of Hsp70; HeLa Hsp70 promoter luciferase reporter, luminescence; scaled: vehicle 0, proteasome-inhibitor control 100%; activation, % at 10 µM; 0.04% of 200,000 active; AID 1203;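 active = activation above the mean across all tested compounds plus 3 SD, cutoff set per campaign, cut at about 5.5% in these data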;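 also: 100% = MG132 at 30 µM as the positive control and 0% = DMSO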
Numbers without * were called inactive; · = no result given.

SMILES	Redox H2O2 prof	APP 5UTR inh	Efa HMGR inh	FLuc inhib CS	G6PDH counter	APP 5'UTR act	FLuc act counter	NF-kB neuron act	STAT1 act	Hsp70 act
CN1C(=O)OC2(C)CCc3ccccc3C12C (configuration not stated)	1.7	-7	-1	-2	4	7	1	1.1	97	-0.2
O=C(NCC1CCCO1)C1c2ccccc2Oc2ccccc21 (configuration not stated)	-0.1	-8	1	-7	12	8	1.1	1.1	89	-0.2
COCCn1ccc(O)c(Cc2ccc(Cl)cc2)c1=O	1.6	3	0	-4	-3	-3	1	1	99	-0.2
Oc1ccc2ccccc2c1Br	-0.3	-18	-2	-3	14	18	1	1.1	96	-0.2
Cc1ccc(-c2nc(N)n(C(=O)Cc3ccccc3)n2)cc1	1.8	-3	-1	-2	0	3	1	1.3	98	-0.5
CC1(C)Cc2c(c(-c3ccco3)nc3n[nH]c(N)c23)CO1	1.5	18	-4	2	13	-18	1	0.8	96	-0.1
CC(C)c1ccc(NC(=S)Nc2ccc(OC(F)(F)F)cc2)cc1	-1.0	-2	1	-2	-4	2	1	1.6	98	-0.1
O=C(C1CCCN(Cc2ccccc2)C1)N1CCCCC1 (configuration not stated)	0.0	·	5	0	12	·	1	1.3	99	-0.4
CCN1CCN(C(=O)CN(Cc2ccccc2)S(C)(=O)=O)CC1	-2.8	7	0	-6	10	-7	1.1	1	107	0.0
CC(C)c1ccc(C2N3CC4([N+](=O)[O-])CN2CC([N+](=O)[O-])(C3)C4(C)C)cc1 (configuration not stated)	0.8	8	-2	-9	2	-8	1.1	1	103	-0.5
CCC/C(O)=C1\C(=O)CCCC1=NCCc1c(C)[nH]c2ccc(OC)cc12	-1.3	-3	-4	5	13	3	0.9	1.1	79	-0.3
CCC(=O)c1ccc(OC(=O)c2cccs2)cc1	0.8	-10	-2	·	·	10	·	1.2	108	-0.1
CC(NC(=S)NC1CCCCC1)C(c1ccccc1)N1CCOCC1 (configuration not stated)	-0.1	4	-4	-6	0	-3	1.1	1.8	101	-0.6
CCOC(=O)c1cnc2c(c(C)nn2C)c1Oc1ccc(Cl)cc1	0.3	-2	-1	-1	-8	2	1	1.3	98	0.0
CCC1(C)Cc2c(sc3nc(SC)n(Cc4ccccc4)c(=O)c23)CO1 (configuration not stated)	0.2	-1	5	-8	11	1	1.1	1.5	112	-0.7
C/C(=N/NC(=O)c1ccco1)c1cccc(NC(=O)c2ccc(C)s2)c1	-0.6	-25	-6	69*	-4	25	0.3	1.2	107	0.1
COc1cc2cc(CN(CCN3CCCC3)C(=O)Nc3ccccc3Cl)c(=O)[nH]c2cc1OC	-1.4	0	-4	-6	1	0	1.1	0.94	96	-0.1
O=S(=O)(O)c1nc2ccccc2n1Cc1ccc(Cl)cc1	-1.3	-3	-10	-1	4	3	1	0.82	96	0.2
C/C(=N\NC(=O)C1CC1)c1cccnc1	0.0	8	-2	-4	0	-8	1	0.93	92	-0.5
CC1CCCC(NC(=O)C2CCN(S(=O)(=O)N3CCOCC3)CC2)C1C (configuration not stated)	0.4	-17	-3	-9	-5	17	1.1	1.1	113	0.1
COc1cc(/C=C/C(=O)N2CCCc3ccccc32)cc(OC)c1OC	-0.7	9	1	-2	8	-9	1	0.38	102	-0.3
O=C(Cn1nc(-c2ccccc2Cl)ccc1=O)Nc1ccc(Br)cc1	-0.7	1	-4	-4	10	-1	1	1	106	-0.1
Cc1c(C)n(Cc2ccccc2)c2ccc(C(=O)OCCCN(C)C)cc12	-0.2	7	-7	-1	9	-7	1	1.4	117	-0.4
COc1ccc(CCN(C)C(=O)CNC(=O)c2ccccc2F)cc1OC	-0.9	-8	-4	-5	5	8	1.1	0.94	103	-0.1
CCOc1ccc2nc(NCCO)[nH]c2c1	1.3	12	-3	-4	0	-12	1	0.86	94	0.0
CCCCCNC(=O)CCCCn1c(=O)[nH]c2cc(OCC)c(OCC)cc2c1=O	2.2	-7	-2	-8	8	7	1.1	1.1	100	-0.3
O=C(c1sc2ccccc2c1Cl)N(Cc1ccccc1)C1CCS(=O)(=O)C1 (configuration not stated)	1.1	-2	-5	3	7	2	1	0.85	101	-0.2
O=C(c1cc(COc2ccc(F)cc2F)on1)N1CCSCC1	-1.2	-64	1	2	13	64	1	2.6	138*	-0.1
Cc1cccc(N(CC(=O)N2CCOCC2)S(C)(=O)=O)c1C	0.4	10	-5	-7	0	-10	1.1	1.2	75	-0.4
O=C(NCc1ccco1)c1ccc2ccccc2c1	0.4	-86	3	18	-12	86	0.8	1.4	134*	-0.1
COC(=O)c1scc(C)c1N/N=C(\C)c1ccc(F)cc1F	0.4	20	1	-4	-2	-20	1	0.72	94	0.9
CCOc1cccc(C2NC(=S)NC(C)=C2C(=O)Nc2ccccc2)c1 (configuration not stated)	0.1	-3	-2	-4	7	3	1	1	93	-0.4
Cc1cc([N+](=O)[O-])ccc1NC(=O)Cc1ccc(F)cc1	0.3	3	-2	-3	-2	-3	1	1.2	103	-0.2
O=C(NCC(c1cccs1)N1CCOCC1)c1ccccc1NS(=O)(=O)c1cc([N+](=O)[O-])ccc1Cl (configuration not stated)	0.1	10	-1	-5	-2	-10	1	1.7	100	-0.2
Cc1ccc(NC(=O)/C=C/c2ccc3c(c2)OCO3)cc1S(=O)(=O)N1CCOCC1	-0.4	3	-2	-2	10	-3	1	0.53	100	-0.2
COc1ccccc1CNC(=O)CSc1ccc(C)cc1	0.2	-3	-1	0	7	3	1	1.4	104	-0.3
O=C1Nc2ccccc2OC1CC(=O)N1CCCC1 (configuration not stated)	-0.5	-3	0	4	33	3	1	0.98	97	-0.4
CCOC(=O)c1ccc(NC(=S)N(CCCN2CCCC2)Cc2cccs2)cc1	-2.2	-18	-9	-9	-1	18	1.1	0.87	103	-0.1
O=S(=O)(c1cc(C(F)(F)F)ccc1Cl)N1CCCCCC1	-1.2	-9	-1	-4	13	9	1	0.89	94	-0.4
Cc1ccc(C)c(NS(=O)(=O)c2ccc3c(c2)Cc2cc(S(=O)(=O)Nc4cc(C)ccc4C)ccc2-3)c1	0.3	-5	-2	-8	4	5	1.1	0.8	97	-0.4
COc1ccc(NS(=O)(=O)c2cc(NC(=O)[C@@H](NC(=O)c3ccccc3)C(C)C)ccc2C)cc1	-0.2	9	-3	-10	8	-9	1.1	1.2	96	-0.1
CCOC(=O)c1sc(N=NC2=C(O)CCCC2=O)c(C(=O)OCC)c1C	0.0	-23	-1	-4	-3	23	1	1.4	114	0.2
CC(=O)Nc1ccc(N/C=C(\C=O)c2nc3ccccc3o2)cc1	-1.0	20	-9	-2	11	-20	1	1.2	98	-0.3
C/C(=N\NC(=S)NCc1ccccc1)c1ccc2ccccc2c1OC(F)F	0.3	-5	-3	5	6	5	1	1.4	100	-0.5
Cc1ccccc1CSCCNC(=O)COc1ccc(Cl)cc1	-0.1	6	-3	-6	-6	-6	1.1	0.98	103	0.1
CC1(C)NC(=O)N(CC(=O)OCc2cc(=O)n3cc(Br)ccc3n2)C1=O	0.4	-1	-11	0	9	1	1	0.92	95	-0.1
Cc1ccc(C)c(-n2cc(CN3CCNC(=O)CC3)c(-c3ccccc3)n2)c1	-0.1	-30	-4	-2	1	30	1	1.1	97	-0.2
Cc1cc(C(=O)O)ccc1-n1c(C)cc(/C=C(/C#N)C(=O)Nc2ccccc2)c1C	5.6	-26	-2	0	0	26	1	0.96	97	-0.3
Cc1oc(-c2cccs2)nc1CN1CCN(Cc2ccc(F)c(F)c2)C(CCO)C1 (configuration not stated)	-0.7	10	1	-3	8	-10	1	·	108	0.1
CCOc1ccc(OCc2cccc(C(=O)N3CCOCC3)c2)cc1	-0.1	48*	-5	72*	-14	-48	0.3	3.4*	24	-0.6
O=C(CSc1nnnn1Cc1ccccc1)Nc1ccc2c(c1)OCO2	0.1	-1	0	-2	7	1	1	1.1	102	-0.2
S=C(NCc1ccncc1)NC1CCCC1	-0.2	17	0	-4	-5	-17	1	1.1	96	0.0
O=C(Cc1ccccc1)Oc1coc(CSc2ncccn2)cc1=O	-0.5	0	0	2	5	0	1	1.1	104	-0.1
CC1CN(C(=O)COC(=O)c2ccc(N(C)C)cc2)CC(C)O1 (configuration not stated)	-0.5	6	2	-8	3	-6	1.1	0.98	101	-0.2
CC(=O)N1[C@H](Cc2ccccc2)C=C[C@]1(C)C(=O)NCc1ccccn1	0.5	12	-3	-4	5	-12	1	1.3	98	-0.4
O=C(NN=C1CCCCC1)c1cc(-c2ccccc2)n[nH]1	-0.1	11	-2	-2	-9	-11	1	1.1	108	0.1
Cn1c(=O)[nH]c(=O)c2c1nc(NCc1ccco1)n2Cc1ccccc1Cl	-1.1	5	-4	-6	9	-5	1.1	0.96	83	-0.3
CCOC(=O)N1CCC(N2CCN(Cc3ccc(F)c(F)c3)C(CCO)C2)CC1 (configuration not stated)	0.3	-9	-2	-3	6	9	1	1.1	94	-0.2
Cc1cccc(Cn2c(C(=O)OC(C)C)cc3c2ccn3C)c1	0.2	-21	-2	0	7	21	1	1.1	99	-0.3
Cc1ccccc1CC1(CO)CCCN(C(=O)CCCN2CCCCC2=O)C1 (configuration not stated)	5.9	-13	-6	-2	8	13	1	1.5	105	-0.1

Part of the list above, showing only FLuc act counter and STAT1 act:
| canonical_smiles | FLuc act counter | STAT1 act |
| --- | --- | --- |
| Cc1ccccc1CC1(CO)CCCN(C(=O)CCCN2CCCCC2=O)C1 (configuration not stated) | 1 | 105 |
| CC1CN(C(=O)COC(=O)c2ccc(N(C)C)cc2)CC(C)O1 (configuration not stated) | 1.1 | 101 |
| CCOC(=O)N1CCC(N2CCN(Cc3ccc(F)c(F)c3)C(CCO)C2)CC1 (configuration not stated) | 1 | 94 |

(cont.)
SMILES	Redox H2O2 prof	APP 5UTR inh	Efa HMGR inh	FLuc inhib CS	G6PDH counter	APP 5'UTR act	FLuc act counter	NF-kB neuron act	STAT1 act	Hsp70 act
COc1ccc(CCNC(=O)CC2SC(=Nc3cc(C)cc(C)c3)NC2=O)cc1OC (configuration not stated)	-0.8	3	-3	2	8	-3	1	0.95	90	-0.3
CC1=CC(=C(C#N)C#N)C=C(C)N1CCN1CCN(C(=O)Nc2cccc(Cl)c2)CC1	0.2	-4	-4	-2	-23	4	1	1.1	93	0.0
CCN(CC)CCCN1C(=O)c2oc3ccccc3c(=O)c2C1c1cccs1 (configuration not stated)	0.9	2	-4	-2	10	-2	1	1.4	96	-0.4
CC1CN(C(=O)C(Sc2ccccc2)c2ccccc2)CC(C)O1 (configuration not stated)	-0.2	-13	-6	-8	-3	13	1.1	0.83	108	-0.5
Nn1c(SCC(=O)N2CCOCC2)nnc1C1CC1	-1.2	15	-3	-10	4	-15	1.1	0.91	101	-0.1
Cc1cc(C)cc(NC(=O)CSc2nnc(Cc3cccn3C)n2-c2ccc(F)cc2)c1	0.0	-6	0	-6	-21	6	1.1	0.8	108	-0.2

Four entries picked at random from those above, as already listed:
SMILES	Redox H2O2 prof	APP 5UTR inh	Efa HMGR inh	FLuc inhib CS	G6PDH counter	APP 5'UTR act	FLuc act counter	NF-kB neuron act	STAT1 act	Hsp70 act
Cc1cc(C)cc(NC(=O)CSc2nnc(Cc3cccn3C)n2-c2ccc(F)cc2)c1	0.0	-6	0	-6	-21	6	1.1	0.8	108	-0.2
CC(C)c1ccc(NC(=S)Nc2ccc(OC(F)(F)F)cc2)cc1	-1.0	-2	1	-2	-4	2	1	1.6	98	-0.1
O=C(Cn1nc(-c2ccccc2Cl)ccc1=O)Nc1ccc(Br)cc1	-0.7	1	-4	-4	10	-1	1	1	106	-0.1
O=C1Nc2ccccc2OC1CC(=O)N1CCCC1 (configuration not stated)	-0.5	-3	0	4	33	3	1	0.98	97	-0.4

Screens deposited in PubChem by several laboratories.
